TDP1 cell CPT – DT40-hTDP1 cell growth loss with CPT; chicken DT40 Tdp1-/-;hTDP1 cells + 20 nM CPT, ATP luminescence, 48 h; 420,000 compounds, 12% hits; Potency, µM (doses to about 46.2 µM), without a hit: at the highest dose activity change, negative = growth inhibition, most hits filed as inhibitors; also: nearly all actives have a fitted effect of over 55% in size
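Chicken DT40 Tdp1-/- cells stably complemented with human TDP1 were seeded at 400 cells/well in medium containing 20 nM camptothecin, exposed to pin-transferred compounds, and grown at 37 °C for at least 48 hr. Viability was read as ATP luminescence.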
TDP1 block – inhibitors of human tyrosyl-DNA phosphodiesterase TDP1; recombinant TDP1, AlphaScreen DNA substrate cleavage; Potency, µM (top dose mostly 130 µM), inactives show at the top dose activity change, negative = inhibition, actives largely listed as inhibitors; 350,000 compounds, 0.28% hits; AID 485290; also: nearly all actives have a fitted effect of over 40% in size
Target sequence (Q9NUW8 whole entry, looked up): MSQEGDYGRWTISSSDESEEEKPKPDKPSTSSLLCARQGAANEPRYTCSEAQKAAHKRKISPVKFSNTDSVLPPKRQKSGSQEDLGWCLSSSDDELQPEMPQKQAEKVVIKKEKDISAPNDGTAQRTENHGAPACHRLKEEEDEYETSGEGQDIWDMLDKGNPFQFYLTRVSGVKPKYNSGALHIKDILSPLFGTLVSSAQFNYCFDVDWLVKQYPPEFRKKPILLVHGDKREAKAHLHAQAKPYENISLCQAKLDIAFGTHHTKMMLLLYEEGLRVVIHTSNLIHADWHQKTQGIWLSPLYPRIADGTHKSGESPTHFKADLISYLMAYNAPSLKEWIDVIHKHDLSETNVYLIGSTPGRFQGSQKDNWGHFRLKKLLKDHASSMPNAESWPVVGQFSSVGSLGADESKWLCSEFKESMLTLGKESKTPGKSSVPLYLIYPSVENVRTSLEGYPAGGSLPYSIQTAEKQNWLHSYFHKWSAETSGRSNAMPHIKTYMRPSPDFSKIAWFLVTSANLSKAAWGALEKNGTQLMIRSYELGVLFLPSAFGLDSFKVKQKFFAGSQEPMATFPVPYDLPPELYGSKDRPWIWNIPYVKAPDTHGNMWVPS
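Steps: enzyme plus compound, 15 min RT; add biotin/phosphotyrosine-FITC oligonucleotide (15 nM final), react 5 min; add donor/acceptor beads (10 ug/ml final), 10 min; read AlphaScreen. Tdp1 at 1 nM final.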
DT40 TDP1 no CPT – qHTS for Inhibitors of human tyrosyl-DNA phosphodiesterase 1 (TDP1): qHTS in cells in absence of CPT | Potency, µM (highest dose often 46.2 µM), without a hit: at the highest dose activity change, negative = growth inhibition, most hits filed as inhibitors | 420,000 compounds, 15% hits | DT40 Tdp1-/- hTDP1 cells, no CPT, ATP luminescence, 48 h; also: nearly all actives have a fitted effect of over 55% in size
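A cellular qHTS used chicken DT40 cells lacking endogenous Tdp1 but carrying stably transfected human TDP1. Compounds were applied without camptothecin, and cell growth kinetics were judged by ATP-dependent luminescence after ≥48 hr.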
* marks the source's active call; other numbers are inactive results; ? = inconclusive; nt = no result given; & = joins results of further samples; ! = a repeat was not active; [ ] = remark or other dose. Calls follow the shape of the dose curve; as a rule, active = well fitted curve in the direction sought with a large enough effect; inconclusive = small, poorly fitted or top-dose-only effect, or another doubt; inactive = no such curve, though single readings can be large; an effect the other way counts as inactive or inconclusive. % is scaled to controls: 0 for no effect and ±100 for the full control effect; potency is read from the fitted curve at half-maximal effect.

Start of the data: the first two entries, to show the layout:
no. | Structure | TDP1 cell CPT | TDP1 block | DT40 TDP1 no CPT
1 | CC(C)c1ccc(NC(=O)N2CCc3nc(NCc4cccc(Oc5ccccc5)c4)ncc3C2)cc1 | ? | nt | 16µM*
2 | COc1ccc(C)c2sc(N3CCN(C(=O)c4ccco4)CC3)nc12 | 18µM* | 3% | 18µM*

All compounds of this part, repeating the preview:
no. | Structure | TDP1 cell CPT | TDP1 block | DT40 TDP1 no CPT
1 | CC(C)c1ccc(NC(=O)N2CCc3nc(NCc4cccc(Oc5ccccc5)c4)ncc3C2)cc1 | ? | nt | 16µM*
2 | COc1ccc(C)c2sc(N3CCN(C(=O)c4ccco4)CC3)nc12 | 18µM* | 3% | 18µM*
3 | CCn1c(-c2c[nH]c3ccccc23)n[nH]c1=S | ? | ? | -12%
4 | CCN(CC)CCNC(=O)c1ccc(-c2nc(CS(=O)(=O)c3ccc(C)cc3)c(C)o2)cc1 | -10% | 6% | -19%
5 | COc1cc(OC)cc(C2=Cc3ccc(OC)cc3C(CC(C)=O)N2c2ccc(C#CC3(O)CCCCC3)cc2)c1 (stereo not given) | ? | nt | 21µM*
6 | Cc1ccc(Cn2ccn(Cc3ccc(C)cc3)c(=O)c2=O)cc1 | -3% | 1% | -10%
7 | CCN1CCN(C(=O)c2cccc(OC3CCN(S(C)(=O)=O)CC3)c2)[C@@H](C)C1=O | 3% | 3% | -1%
8 | Cc1ccc(C)c(C2=NNC(=NCc3ccccc3)SC2)c1 | ? | 10% | ?
9 | COc1ccc2cc(C)c3nnc(SCC(=O)Nc4nc(-c5ccc(F)cc5)cs4)n3c2c1 | 21µM* | -5% | 23µM*
10 | O=[N+]([O-])c1cc(C(F)(F)F)cc([N+](=O)[O-])c1NCCNC(=S)Nc1ccc(Cl)c(Cl)c1 | ? | 10% | 21µM*
11 | COC(=O)[C@H](c1ccccc1Cl)N1CCc2sccc2C1 | -1% | nt | 6%
12 | CCCC(C)NC(=O)COC(=O)c1ccccc1SCC(=O)NC(C)CCC (stereo not given) | 16% | -8% | 6%
13 | CCc1nnc(SC(CC)C(=O)Nc2cc(C)ccc2C)c2cc3occc3n12 (stereo not given) | 18µM* | -13% | 15µM*
14 | CCN1/C(=C/C=C2/SC(=Nc3cccc4ncccc34)N(C)C2=O)Sc2ccccc21 | 3% | nt | -16%
15 | CCn1nc(C)c(CCN(C)C(=O)Nc2cc(C)cc(C)c2)c1C | ? | 1% | ?
16 | Cc1ccccc1N=C1NC(=O)/C(=C/c2cccn2-c2cccc(C(=O)O)c2)S1 | 8% | ? | 3%
17 | COc1ccccc1C1C(C(=O)NCc2ccccc2)=C(C)Nc2ncnn21 (stereo not given) | -8% | -2% | -13%
18 | CCn1c2ccccc2c2cc(/C=N/NC(=O)c3cccc(C)c3)ccc21 | 29µM* | -5% | 18µM*
19 | Cc1ccc(-c2cc(C(=O)N/N=C/c3cccnc3)n[nH]2)o1 | -1% | 5% | -29%
20 | CC1CCCCC1NC(=O)CSc1nnc(CNC(=O)c2ccccc2)n1C (stereo not given) | -4% | 0% | 7%
21 | O=C(C1CCCN(S(=O)(=O)c2ccc(Br)s2)C1)N1CCN(c2cccc(Cl)c2)CC1 (stereo not given) | 16µM* | -11%[12.3 µM] | 21µM*
22 | COc1cc(OC)c2c(C)c(CC(=O)N3CCCCC3)c(=O)oc2c1 | 8% | -5% | -22%
23 | CNS(=O)(=O)c1ccc(C)c(S(=O)(=O)NC)c1 | 1% | 0% | 8%
24 | Cc1n[nH]c(C)c1S(=O)(=O)N(C)Cc1ccco1 | 9% | -2%[56.1 µM] | 4%
25 | C=CCN(CC=C)CCOc1ccc(OC(C)C)cc1 | 1% | -5% | 10%

From compound 6 as far as 9, as listed above:
no. | Structure | TDP1 cell CPT | TDP1 block | DT40 TDP1 no CPT
6 | Cc1ccc(Cn2ccn(Cc3ccc(C)cc3)c(=O)c2=O)cc1 | -3% | 1% | -10%
7 | CCN1CCN(C(=O)c2cccc(OC3CCN(S(C)(=O)=O)CC3)c2)[C@@H](C)C1=O | 3% | 3% | -1%
8 | Cc1ccc(C)c(C2=NNC(=NCc3ccccc3)SC2)c1 | ? | 10% | ?
9 | COc1ccc2cc(C)c3nnc(SCC(=O)Nc4nc(-c5ccc(F)cc5)cs4)n3c2c1 | 21µM* | -5% | 23µM*

Next results.
no. | Structure | TDP1 cell CPT | TDP1 block | DT40 TDP1 no CPT
26 | Cc1ccc(N2CCN(S(=O)(=O)N(C)C)CC2)cc1Cl | -6% | -8% | ?
27 | CCOc1cccc(SCc2noc(C(=O)NCC3CCCO3)c2C(=O)O)c1 (stereo not given) | -2% | 3% | -17%
28 | Cc1c(C(=O)N2CCC(C)CC2)oc2ccc(S(=O)(=O)N3CCC4(CC3)OCCO4)cc12 | ? | 0% | ?
29 | CCCCC/C=C/C=C1/C(=O)C=C[C@@H]1C/C=C\CCCC(=O)O | 1%[4.12 µM] | 18µM*! | -30%[4.12 µM]
30 | CCOC(=O)N1CCN(c2cc(=O)n(-c3ccc(OCC)cc3)c(=O)[nH]2)CC1 | -8% | -4% | -16%
31 | O=C(NCCc1ccccc1)c1cc2ccccc2oc1=O | 8% | nt | 21%
32 | Cc1ccc(CNC(=O)CCCc2c[nH]c3ccccc23)cc1 | -19% | nt | -21%
33 | COc1ccc(NC(=O)N2CCCC(c3ccccc3)C2)cc1 (stereo not given) | -1% | nt | 0%
34 | Cc1ccc(C2=NN(CCC(=O)NC3CCCC3)C(=O)CC2)cc1 | ? | 3% | -4%
35 | CCOc1cc2c(cc1/C=C/c1noc(C)c1[N+](=O)[O-])OC(C)C2 (stereo not given) | -28% | 8% | 0%
36 | CC1CCCN(C(=O)c2ccc3ncsc3c2)C1 (stereo not given) | -2% | 8% | -23%
37 | COc1cccc2c1O/C(=N\O)C(C(=O)Nc1ccc(C)cc1)C2 (stereo not given) | 5.8µM* | nt | 5.2µM*
38 | CC(=C/c1ccccc1)/C=N/NC(=O)c1cccs1 | -13% | 5% | 5.2µM*
39 | O=C(O)C1C2C=CC(O2)C1C(=O)NCc1ccc2c(c1)OCO2 (stereo not given) | -2% | 2% | -1%
40 | Cc1cc(N2CCC(C)CC2)nc2ccc(NC(=O)Cc3ccccc3Br)cc12 | 21µM* | 3% | 13µM*
41 | COc1cc(S(=O)(=O)N2CCOCC2)cc(C(=O)c2nccn2C)c1OC | -3% | 7% | -2%
42 | Cc1ccc(OCCn2nnc3sc4c(c3c2=O)CCC(C)C4)cc1 (stereo not given) | -1% | -7% | -10%
43 | CC(C)C(CCN1C(=O)c2ccccc2C1=O)c1ccco1 (stereo not given) | -4% | -4% | 11%
44 | COc1ccc(/C=C/c2onc(C)c2S(=O)(=O)N2CCC(C(=O)N3CCC(C)CC3)CC2)cc1 | 16µM* | 1%&3% | 16µM*
45 | COc1cccc(N2CCN(C(=O)Cn3ncc4c3-c3ccccc3OC4)CC2)c1 | -24% | 1% | 23µM*
46 | COc1ccc(N(C)C(=O)c2cc3c(s2)-c2ccccc2OC3)cc1 | ? | 2% | ?
47 | COc1cccc(NS(=O)(=O)c2ccc3[nH]cc(C(=O)NCCc4ccccc4)c(=O)c3c2)c1 | ? | -12% | ?
48 | O=C(CCNC(=O)c1ccccc1Cl)NN=Cc1ccccc1[N+](=O)[O-] | ? | 0% | ?
49 | CC[C@@]1(C(=O)OC)N[C@H](CN(C)C(=O)c2ccc(F)cc2)[C@@H]2C(=O)N(C)C(=O)[C@@H]21 | 4% | 0% | -4%
50 | O=C(N=C1SC2CS(=O)(=O)CC2N1c1ccc(F)cc1)C1CC1 (stereo not given) | 6% | 0% | 5%
51 | CS(=O)(=O)c1ccc2nc(NC(=O)CCN3C(=O)c4ccccc4C3=O)sc2c1 | 12% | 2% | -5%
52 | NC(=O)Nc1ccc(C(=O)OCC(=O)Nc2sccc2C(N)=O)cc1 | -11% | nt | -28%
53 | O=C(OCc1ccccc1)N1C=CCC[C@@H]1c1c(Cl)cccc1Br | ? | nt | ?
54 | COc1ccccc1NCC(O)Cn1c2ccccc2c2ccccc21 (stereo not given) | ? | 12% | ?
55 | CCOC(=O)Cn1cnc2c(nnn2-c2ccc(F)cc2)c1=O | 1% | nt | 11%
56 | COC(=O)c1cccc(NC(=O)Cc2coc3cc(OC)ccc23)c1 | -16% | 1% | -13%
57 | O=[N+]([O-])c1ccccc1S(=O)(=O)N1CCN(CC2CC=CCC2)CC1 (stereo not given) | 15% | 6% | -4%
58 | CC1=CC(=O)[C@@H](O)[C@@H](c2ccccc2Br)N1C | -15% | nt | -12%
59 | COc1ccc2c(c1OC)C(=O)OC2CC(=O)c1ccc(O)cc1 (stereo not given) | 3% | 3% | 1%
60 | O=C(CNc1cccc([N+](=O)[O-])c1)N/N=C/c1ccc(F)cc1 | -11% | 4% | 7%
61 | CCOC(=O)C(C)(C)N(Cc1cccc(C)c1)S(=O)(=O)c1cccc([N+](=O)[O-])c1 | ? | 6% | ?
62 | CC1(C)Cc2c(cnn2-c2ccccc2)C(NC(=O)C2(C(N)=O)CC2)C1 (stereo not given) | 4% | 2% | 10%
63 | CCCCCCn1c(CN2CCCCC2)nc2c1c(=O)n(C)c(=O)n2C | ? | nt | 21µM*
64 | COc1ccc(S(N)(=O)=O)cc1C(=O)NNC(=O)c1cccc(S(=O)(=O)N2CCOCC2)c1 | ? | nt | ?
65 | CC(C)C[C@H](NC(=O)N1CC(=O)Nc2ccccc21)C(=O)N[C@@H](Cc1c[nH]c2ccccc12)C(=O)O | 14% | nt | 10%
66 | CC(=O)c1ccc(OCC(C)C)c(CN2CCCCC2)c1 | 2% | 7% | -8%
67 | COC(=O)c1cc(CNC(=O)C(C)NS(=O)(=O)c2ccc(C)c(C)c2)ccc1OC (stereo not given) | -5% | nt | -2%
68 | Cc1nc2ccc(N=NC3=C(O)CC(C)(C)CC3=O)cc2s1 | -7% | 3% | ?
69 | CCc1ccc(N=C2NC(=O)/C(=C/c3cc(OC)c(O)c(OC)c3)S2)cc1 | ? | nt | 26µM*
70 | O=S(=O)(CCN1CCN(c2ccccc2O)CC1)c1cc(Cl)ccc1Cl | ? | 6% | ?
71 | FC(F)(F)c1cc(CN2CCC3(CCNCC3)CC2)cc(C(F)(F)F)c1 | 6.5µM* | nt | 4.6µM*
72 | CCOc1ccccc1/C=N/n1nnnc1N | -3% | nt | -5%
73 | CCn1c(SCC(=O)N/N=C(/C)c2ccncc2)nc2ccccc21 | 3% | 1% | ?
74 | COc1ccccc1N=C(C)C1=C(O)COC1=O | -1% | 2% | 11%
75 | Cc1cccc(NC(=O)C(=O)NCC(c2cccnc2)N2CCc3ccccc3C2)c1C (stereo not given) | 16µM* | -1% | 16µM*
76 | Cc1ccccc1N=C(c1ccccc1)C1C(=O)c2ccccc2C1=O | 10µM* | nt | 10µM*
77 | CC(C)c1cc(C(C)C)c(S(=O)(=O)NC(c2ccccn2)C23CC2C3)c(C(C)C)c1 (stereo not given) | ? | nt | 16µM*

5 of the compounds above, screen by screen:
#32 Cc1ccc(CNC(=O)CCCc2c[nH]c3ccccc23)cc1
#33 COc1ccc(NC(=O)N2CCCC(c3ccccc3)C2)cc1 (stereo not given)
#34 Cc1ccc(C2=NN(CCC(=O)NC3CCCC3)C(=O)CC2)cc1
#35 CCOc1cc2c(cc1/C=C/c1noc(C)c1[N+](=O)[O-])OC(C)C2 (stereo not given)
#36 CC1CCCN(C(=O)c2ccc3ncsc3c2)C1 (stereo not given)

assay / entry	32	33	34	35	36
TDP1 cell CPT	-19%	-1%	?	-28%	-2%
TDP1 block	nt	nt	3%	8%	8%
DT40 TDP1 no CPT	-21%	0%	-4%	0%	-23%

Compound activity from PubChem BioAssay.
